Compound activity as filed in PubChem BioAssay.
West Nile virus CPE: West Nile virus antiviral activity, cell-based, CPE readout (AID 1621); West Nile virus-infected cells, CPE inhibition; higher % means a stronger effect; one-dose CPE inhibition, % at 10 µM; IC50 in µM for titrated hits; hit rate 0.02% among 290,000; in the data active = a potency from the dose series; inconclusive = CPE inhibition mostly from about 3.7% at the one dose, without a potency; inactive = the rest, 99 in 100 with CPE inhibition below about 2.2%; also: strong numbers were not always called active
NS5 inhibitors: flavivirus cap methylation enzyme inhibition – biochemical, confirmation dose response, primary screen (AID 588689); Dengue-2 NS5 methyltransferase capping enzyme assay, biochemical; higher % means a stronger effect; one-dose inhibition, % at 25 µM; IC50 in µM for titrated hits; hit rate 0.3% among 340,000; in the data active = a potency from the dose series; inconclusive = inhibition above about 29% without an active follow-up result
RSV CPE inhibition: RSV antiviral activity via CPE protection, HEp-2 cells, primary 10 µM value included (AID 2391). HEp-2 cells, RSV-induced CPE inhibition; higher % means a stronger effect. CPE inhibition, % at 10 µM, or IC50 in µM where a hit was titrated. hit rate 0.13% among 310,000; in the data active = a potency from the dose series; inconclusive = CPE inhibition mostly from about 23% at the one dose, without a potency; inactive = the rest, 99 in 100 with CPE inhibition below about 21%; also: strong numbers were not always called active
SV40 large T antigen: TAg ATPase/helicase activity blockers – biochemical (AID 1903); SV40 large T antigen ATPase/helicase inhibition assay; higher % means a stronger effect; inhibition, % at 20 µM, or IC50 in µM where a hit was titrated; hit rate 0.39% among 310,000; in the data active = a potency from the dose series; inconclusive = inhibition mostly from about 32% at the one dose, without a potency; inactive = the rest, 99 in 100 with inhibition below about 32%; also: strong numbers were not always called active
AID2073: inhibitors of Mint1-CaV2.2 protein interaction, biochemical, HTRF (AID 2073). hit rate 0.19% among 290,000. HTRF protein-protein interaction, Mint1-CaV2.2; higher % means a stronger effect. inhibition, % at 20 µM, or IC50 in µM where a hit was titrated; in the data active = inhibition mostly above about 51%, no sharp cut-off; inconclusive = no clear call, values can overlap the other calls; inactive = mostly below about 53%; also: some results filed as inactive read as strong as hits
Rac1 GTP hydrolysis: MgcRacGAP GTPase-activating activity inhibitors, confirmation, biochemical, ADP Hunter fluorescence. MgcRacGAP-stimulated Rac1 GTP hydrolysis, ADP Hunter fluorescence; higher % means a stronger effect; GST-tagged Rac1 F28L mutant substrate. one-dose inhibition, % at 30 µM; IC50 in µM for titrated hits. hit rate 0.6% among 340,000;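 active = first-screen hits whose inhibition reached a set limit at any dose in the follow-up dose series; inconclusive = inhibition above the set first-screen limit but never retested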;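 also: fluorescence reports GDP produced by GAP-driven GTP hydrolysis; strong numbers were not always called active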
SIAH1 antagonists: Siah-1 peptide-binding antagonists, primary screen, biochemical, fluorescence polarization, rhodamine-plectin, uHTS (AID 1817); one-dose displacement, % at 20 µM; IC50 in µM for titrated hits; Siah-1 / rhodamine-plectin peptide fluorescence polarization; higher % means a stronger effect; hit rate 0.02% among 290,000;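 active = displacement of at least 50% at 20 µM, with a fluorescence ratio check between 0.3 and a set limit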;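 also: plate controls were Siah plus tracer with DMSO for no effect and tracer alone without Siah for full effect; strong numbers were not always called active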
NTR1 agonist: agonists of NTR1, primary screen, imaging, U2OS cells, beta-arrestin-GFP, high content (AID 493036); hit rate 0.17% among 330,000; P30989; activation, % at 20 µM; NTR1-U2OS beta-arrestin-GFP spot imaging, agonist mode;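 active = activation at or above 40% of the spot to cytoplasm intensity ratio, with at least 20 cells analyzed; inconclusive = wells under 20 cells, flagged as cytotoxic or low count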;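 also: 0% = DMSO without peptide and 100% = 100 nM NTR1 peptide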
Target sequence (P30989 whole entry, looked up): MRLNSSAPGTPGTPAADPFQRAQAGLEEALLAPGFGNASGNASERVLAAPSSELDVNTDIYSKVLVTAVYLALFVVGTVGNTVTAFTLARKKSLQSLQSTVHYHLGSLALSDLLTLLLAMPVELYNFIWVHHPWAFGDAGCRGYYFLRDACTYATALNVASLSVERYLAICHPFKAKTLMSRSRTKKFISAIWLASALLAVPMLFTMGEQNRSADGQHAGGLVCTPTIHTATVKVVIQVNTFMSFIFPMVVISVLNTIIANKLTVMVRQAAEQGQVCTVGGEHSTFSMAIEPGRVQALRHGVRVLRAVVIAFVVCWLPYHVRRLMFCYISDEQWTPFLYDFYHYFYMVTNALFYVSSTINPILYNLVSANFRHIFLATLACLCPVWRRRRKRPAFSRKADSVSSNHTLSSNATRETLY
K1F lysis inhibition: inhibition of K1F phage lysis, E. coli UTI89, bacterial capsule biogenesis inhibitors, alamar blue (AID 488966) | E. coli UTI89 K1F phage lysis, alamar blue, 2 h; higher % means a stronger effect | inhibition, % at 100 µM; hits with a dose series show IC50 in µM | hit rate 0.02% among 340,000;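 active = phage lysis inhibition, versus mean bacterial control, above a set limit; inconclusive = no clear call, values can overlap the other calls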;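 also: capsule biogenesis inhibitors block K1F phage lysis so surviving cells raise fluorescence; higher fluorescence means more inhibition of phage lysis; actives were called in the ten point dose series up to 300 µM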
NTR1 agonist cell count 20 µM: further read-out of NTR1 agonist, marked with its call; cell count; measured here: cell count, cytotoxicity flag
NS5 inhibitors pilot replicate: second read-out of NS5 inhibitors, no call of its own (marks repeat the call); inhibition, %; measured here: pilot screen replicate inhibition
* hit, by the source's call; i = inactive; ? = inconclusive; . = no result given; & = joins results of further samples; [ ] = dose if it differs, or a comment.

SMILES | West Nile virus CPE | NS5 inhibitors | RSV CPE inhibition | SV40 large T antigen | AID2073 | Rac1 GTP hydrolysis | SIAH1 antagonists | NTR1 agonist | NTR1 agonist cell count 20 µM | K1F lysis inhibition | others
C=CCn1c(SCC(=O)NCC2CCCO2)nnc1-c1ccccc1 (stereo not drawn) | 1.2% | -5% | 0.5% | 10% | -1% | 7% | 3% | -0.3 | 82 | 0.0%
O=C(COc1ccccc1F)N/N=C1\CCCc2ccccc21 | -0.8% | -11% | 2.5% | 0% | -1% | 8% | -4% | 5.2 | 74 | 1.3%[50 µM]
COc1ccc(CNC(=O)CN2CCN(C(c3ccccc3)c3ccccc3)CC2)cc1 | -1.4% | -3% | 0.8% | 12% | -8% | 5% | 0% | 0.1 | 46 | 0.5%
COc1ccc(C(C)NC(=S)NCc2ccc(F)cc2)cc1 (stereo not drawn) | -0.4% | -5% | 2.9% | 0% | 11% | 4% | -5% | -0.8 | 70 | -0.2%
C=CCOc1ccc(NC(=O)C2CC(=O)N(C(C)C)C2)cc1 (stereo not drawn) | -0.3% | -4% | 2.7% | 15% | -2% | 9% | -2% | -0.1 | 83 | 0.2%
Cc1cc(C)n2nc(C(=O)N3CCCC(CNS(=O)(=O)c4cccs4)C3)cc2n1 (stereo not drawn) | -0.3% | 1% | 0.0% | -3% | 12% | 7% | 10% | -0.7 | 33 | 0.0%
COc1ccc(C)cc1NC(=O)NC1CCCCCCC1 | -0.5% | -10% | 0.9% | 17% | 1% | 5% | 2% | 0.7 | 59 | -0.1%
O=C(COc1ccc(S(=O)(=O)N2CCOCC2)cc1Cl)N1CCCC1 | 1.1% | -5% | 1.7% | 4% | 5% | 5% | 2% | 0.8 | 51 | 0.0%
Cc1ccc(CN(C)C(=O)c2ccc3c(c2)NC(=O)CS3)o1 | -0.2% | 2% | 1.3% | 21% | -11% | 7% | -3% | 0.5 | 50 | 0.2%
COc1ccc(S(=O)(=O)N(CC(=O)NC2CCCCC2)c2ccc(F)cc2)cc1 | 0.0% | -1% | 1.5% | 0% | 4% | 3% | -1% | 1.5 | 54 | 0.3%
O=C(CSc1cn(CCNC(=O)c2ccccc2F)c2ccccc12)NCC1CCCO1 (stereo not drawn) | -0.2% | 3% | 6.9% | 13% | 11% | 7% | 8% | 0.9 | 77 | 0.1%
O=C(Nc1ccc2ncccc2c1)c1ccccc1Br | 0.2% | -12% | 7.2% | 6% | 5% | 3% | -2% | 3.0 | 59 | -2.2%
CCOC(=O)N1CCC(NC(=O)CSCc2nc(-c3ccc(OC)cc3)oc2C)CC1 | -1.1% | -4% | 14% | 10% | -8% | 6% | 1% | 0.3 | 55 | 0.3%
Cc1c(NS(=O)(=O)c2ccc3c(c2)c(=O)n(C)c(=O)n3C)c(=O)n(-c2ccccc2)n1C | . | 1% | -0.1% | 13% | -10% | 12% | 1% | 0.3 | 48 | 3.1%
COc1ccc(C2=CSC3=C(C(=O)c4cccc(S(=O)(=O)N(C)C)c4)CCN23)cc1 | -0.5% | -8% | 1.0% | 17% | 22% | 17% | -2% | -0.1 | 86 | 0.3%
COc1cccc(S(=O)(=O)Nc2ccc(C(=O)N3CCOCC3)cc2)c1 | 0.4% | -9% | 1.0% | 0% | -6% | -7% | -1% | 0.0 | 57 | 4.0%
Cc1cc(NC(=O)CSc2nnc(C(C)N(C)C)n2Cc2ccccc2)no1 (stereo not drawn) | 0.2% | 6% | 0.2% | 9% | 4% | 2% | 0% | 0.7 | 84 | 0.5%
Cc1ccc(OCc2nnc(SCC(=O)Nc3cc(C)on3)n2C)cc1 | 0.9% | -18% | 0.8% | 0% | 1% | 2% | 1% | -0.5 | 81 | -2.7%
CCc1ccc(/C=C2/C(=O)N(C)C(=S)N2CC(=O)OC)s1 | -0.6% | -12% | -0.8% | 6% | 0% | 15% | 2% | 3.4 | 76 | 0.1%
Cn1c(=O)c2c(nc(Oc3ccccc3)n2C)n(C)c1=O | 0.1% | 11% | . | 5%&-2% | 17%&4% | 8% | 10%&-3% | 2.5 | 43 | 0.1%
Cc1nn2c(N)c(-c3ccccc3)cnc2c1-c1ccccc1 | -0.3% | . | -0.4% | 4% | 6% | 10% | 4% | -0.7 | 64 | 0.0%
Cc1nc2c3ccccc3nc(NNC(=O)CCC(=O)N3CCCC(C)C3)n2n1 (stereo not drawn) | 0.0% | -21% | 0.7% | 9% | -3% | -3% | 3% | 0.9 | 52 | -0.3%
C/C(=N/NC(=O)OC(C)(C)C)c1ccco1 | -0.1% | -1% | 1.2% | 8% | 3% | 0% | 1% | -1.1 | 87 | 0.3%
Cc1ccc(C(=O)c2ccccc2C(=O)OCC(=O)N2CCCC2)cc1 | . | 2% | . | . | . | 3% | . | 1.8 | 42 | 3.1%
CCc1nnc(NC(=O)C2CCCN2S(=O)(=O)c2ccc(C)cc2)s1 (stereo not drawn) | . | 2% | -0.2% | 5% | -6% | 7% | -7% | 1.0 | 59 | 0.9%
New compounds follow
SMILES | West Nile virus CPE | NS5 inhibitors | RSV CPE inhibition | SV40 large T antigen | AID2073 | Rac1 GTP hydrolysis | SIAH1 antagonists | NTR1 agonist | NTR1 agonist cell count 20 µM | K1F lysis inhibition | others
CCOC(=O)N1CCC(N2CCN(S(=O)(=O)c3ccc(Cl)cc3)CC2)CC1 | -0.4% | -5% | 2.6% | 14% | -3% | 27% | 4% | -0.7 | 69 | 1.1%
Cc1cccc(NC(=O)C2c3ccccc3C(=O)N3CCc4ccccc4C23)n1 (stereo not drawn) | 0.6% | -7% | 2.3% | 1% | -10% | 1% | 0% | -0.2 | 60 | 12%
CCOC(=O)CN1C(=O)C(O)=C(C(C)=O)C1c1ccc([N+](=O)[O-])cc1 (stereo not drawn) | 0.1% | 11% | 0.1% | 9% | -4% | 1% | 1% | 0.8 | 55 | 1.8%
Cc1cc(=O)c2ccccc2s1 | -0.5% | -6% | -0.2% | 23% | -1% | 3% | -6% | -0.6 | 35 | 0.0%
Cc1ccc(NC(=O)CSCC(=O)Nc2ccc(N3CCOCC3)cc2N2CCOCC2)cc1 | . | 7% | . | . | . | 5% | . | 0.0 | 47 | 1.5%[50 µM]
CN(C)S(=O)(=O)c1ccc(NC(=O)Cn2ccsc2=N)cc1 | 1.9% | -2% | -2.9% | 2% | 3% | 3% | -1% | 0.1 | 35 | -0.1%
CC(=O)c1ccc(Oc2ncnc(N)c2[N+](=O)[O-])cc1 | -0.6% | -5% | 6.0% | 30% | -5% | 7% | 7% | 1.2 | 68 | -0.2%
COc1ccc(C2CCCN2CC(O)COc2ccccc2C(C)C)cc1 (stereo not drawn) | -1.1% | -13% | 14% | 4% | 9% | 0% | -1% | 5.2 | 45 | 0.1%
O=C1NCC(O)=C1C=NC12CC3CC(CC(C3)C1)C2 | -0.7%&0.1% | -4%&-3% | 3.0%&-0.1% | 1%&6% | -1%&-6% | 1%&12% | 2%&-1% | 0.4&-0.5 | 48&52 | 4.2%&0.2%
COc1ccc(NS(=O)(=O)c2ccc3nc(COc4cccc5ccccc45)[nH]c3c2)cc1 | -1.7% | 1% | 12% | 4% | 2% | 5% | 0% | 7.7 | 57 | 0.0%[50 µM]
Clc1ncccc1-c1nc2ccccc2n1Cc1ccccc1 | -0.7% | -6% | 1.4% | 10% | 9% | 0% | -1% | 2.9 | 77 | 1.2%
O=C(CCc1nnc(-c2ccsc2)o1)NCc1ccccc1OC(F)(F)F | -1.0% | -8% | 1.4% | 4% | 12% | 12% | 4% | 0.4 | 65 | 0.3%
CCc1cc(-c2nc(N)ncc2-c2ccc(Br)cc2)c(O)cc1OC | -0.9% | 11% | 16% | 5% | -4% | -6% | -7% | 30 | 61 | 0.0%
NS(=O)(=O)c1ccc(NC(=O)COC(=O)COc2ccc(Br)cc2)cc1 | 0.1% | 1% | -0.7% | . | 5% | 11% | 22% | -1.5 | 56 | 0.0%
COc1cc(C2CC(c3cccnc3)=NN2c2ccc(F)cc2)cc(OC)c1OC (stereo not drawn) | -0.8% | -7% | 0.4% | 4% | 32% | 0% | 5% | 0.2 | 91 | 0.1%
CCCCN(C(=O)Cc1ccc2c(c1)OCCO2)c1c(N)n(CC(C)C)c(=O)[nH]c1=O | . | -4% | . | . | . | 10% | . | -0.6 | 61 | 1.0%[50 µM]
CCOc1ncccc1C(=O)Nc1ccccc1F | 0.4% | -8% | 6.3% | 10% | 20% | -10% | -2% | 1.9 | 62 | 0.7%[50 µM]
CC(=O)Oc1ccccc1C(=O)Nc1ccccc1 | -0.8% | -2% | 1.0% | -2% | . | 2% | . | 1.1 | 104 | 0.3%
Cc1onc(-c2c(Cl)cccc2Cl)c1C(=O)N/N=C(\N)COc1ccc(Cl)cc1 | ? | -6% | 4.0% | 22% | 4% | -2% | -6% | 1.9 | 68 | 0.1%
CC(C)c1ccc(/C=N/NC(=O)c2ccccc2Cl)cc1 | -0.2% | -2% | -3.4% | 4% | -15% | 10% | -3% | 11 | 32 | -0.1%
CC(C)CC(=O)NNC(=O)C(C)C | 0.5% | 3% | 0.7% | 9% | -5% | 5% | 2% | 16 | 64 | 1.4%[50 µM]
COc1ccc(Cn2c(C3CC3)nc3ccc(NC(C)=O)cc3c2=O)cc1 | 0.0% | -18% | 1.5% | 5% | -4% | 7% | -2% | -3.7 | 79 | i
COc1ccc(N(CC(=O)NCCSC2CCCCC2)S(=O)(=O)c2ccccc2)c(OC)c1 | -1.5% | -9% | 4.8% | 18% | -1% | 8% | 4% | 6.4 | 51 | 0.0%
CCN(CC)S(=O)(=O)c1cccc(NC(=O)Nc2cccc(C(F)(F)F)c2)c1 | ? | -3% | -3.9% | -5% | -4% | 9% | 0% | 41* | 93* | -0.3% | NS5 inhibitors pilot replicate=-0.6
Cc1ccc(S(=O)(=O)NC(C)C(=O)Nc2ccccc2C(=O)N2CCCC2)cc1 (stereo not drawn) | -0.5% | -2% | 0.9% | 9% | 22% | -2% | -7% | -0.9 | 92 | 0.2%
COC(=O)CCCCCCCCC(O)C[N+]1(C)CCOCC1 (stereo not drawn) | 0.1% | . | 1.7% | 4% | 1% | . | 0% | 1.7 | 59 | .

Pulled by compound from above:
SMILES | West Nile virus CPE | NS5 inhibitors | RSV CPE inhibition | SV40 large T antigen | AID2073 | Rac1 GTP hydrolysis | SIAH1 antagonists | NTR1 agonist | NTR1 agonist cell count 20 µM | K1F lysis inhibition | others
COc1cc(C2CC(c3cccnc3)=NN2c2ccc(F)cc2)cc(OC)c1OC (stereo not drawn) | -0.8% | -7% | 0.4% | 4% | 32% | 0% | 5% | 0.2 | 91 | 0.1%
CN(C)S(=O)(=O)c1ccc(NC(=O)Cn2ccsc2=N)cc1 | 1.9% | -2% | -2.9% | 2% | 3% | 3% | -1% | 0.1 | 35 | -0.1%
